Nrf2 activator = activates Nrf2 signaling | AREc32 ARE-luciferase reporter (MCF7-derived line), luminescence, 24 h | Potency, µM (series often up to 46.1 µM), without a hit: top-dose activation, most hits filed as activators | 0.31% of 410,000 active | AID 624171; also: potency is read from the fitted curve at half-maximal effect; % of control where 0% means no effect; nearly all actives have a fitted effect of over 65% in size
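Cells of the AREc32 ARE-luciferase line are plated in OPTI-MEM containing 5% FBS and left overnight at 37 deg C. Compounds are pinned in, incubation continues 24 hr, and firefly luciferase signal is then measured.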
pAkt inh = blocks phosphorylation of Akt. Neuro2A IGF-stimulated pAkt S473 HTRF, 20 min; active compounds read low. activity change, % for hits at 50 µM. 0.32% of 360,000 active. AID 651550; in the data active = activity change below about -80%; inconclusive = mostly about -51% to -80%; also: % is scaled to controls: 0 for no effect and ±100 for the full control effect
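Neuro2A cells in DMEM with 0.5% FBS, overnight at 37 deg C, given compound at single 50 µM final, then IGF (6 nM final) for 20 min at 37 deg C. Lysed; phospho-Akt Ser473 by HTRF after 24 h, 665/615 ratio.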
CCT modulator = changes cytosolic chaperonin activity; 0.3% of 360,000 active; activity change, % (test concentration not listed), hits read low; purified chaperonin ATPase assay, HTRF ADP detection, 30 min; in the data active = activity change below about -30%; also: % is scaled to controls: 0 for no effect and ±100 for the full control effect
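TRiC at 40 or 20 nM final (batch-dependent) in 30 mM Tris pH 7.4, 100 mM KCl, 5 mM MgCl2, 1 mM DTT, with compound at single 76 uM and 10 uM ATP, 30 min at 37 deg C. ADP detected by HTRF Transcreener, 665/615 ratio.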
Nrf2 block = inhibitors of Nrf2 signaling; A549 ARE-Fluc reporter, luciferase luminescence, 18-24 h; Potency, µM (doses to about 46 µM), inactives show at the highest dose activity change, negative = inhibition, usual class: inhibitors; 2.1% of 360,000 active; AID 504444; also: potency is read from the fitted curve at half-maximal effect; % is scaled to controls: 0 for no effect and ±100 for the full control effect; nearly all actives have a fitted effect of over 60% in size
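Cells were seeded and rested 2 h, then exposed to compounds for 18-24 h. CellTiter-Fluor was read first as a viability measure. BugLite was added 15 min before the final luminescent read of ARE-luciferase activity in A549 cells.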
MmCpn inh = inhibitors of Methanococcus maripaludis chaperonin (MmCpn) | AID 504842 | Potency, µM (highest dose often 76.9 µM), for inactives: at the top dose activity, negative = inhibition, hits mostly inhibitors | 0.031% of 330,000 active | purified Mm-Cpn ATPase, ADP Transcreener TR-FRET; also: potency is read from the fitted curve at half-maximal effect; % is scaled to controls: 0 for no effect and ±100 for the full control effect; nearly all actives have a fitted effect of over 80% in size
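Quantitative HTS used 25 nM Mm-CPN and 10 uM ATP in magnesium/KCl Tris buffer, pH 7.4, with 1 mM DTT. Hydrolysis ran 30 min at 37°C; ADP was read by HTRF.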
EPAC2 ag = EPAC2 (human) agonism; Potency, µM (top dose mostly 154 µM), for inactives: top-dose activation, usual class: activators; EPAC2 activation, biochemical qHTS; response scale: 100% = 6.5 mM cAMP response; Q8WZA2; AID 720711; 0.079% of 360,000 active; also: potency is read from the fitted curve at half-maximal effect; nearly all actives have a fitted effect of over 50% in size
Target sequence (Q8WZA2 whole entry, looked up): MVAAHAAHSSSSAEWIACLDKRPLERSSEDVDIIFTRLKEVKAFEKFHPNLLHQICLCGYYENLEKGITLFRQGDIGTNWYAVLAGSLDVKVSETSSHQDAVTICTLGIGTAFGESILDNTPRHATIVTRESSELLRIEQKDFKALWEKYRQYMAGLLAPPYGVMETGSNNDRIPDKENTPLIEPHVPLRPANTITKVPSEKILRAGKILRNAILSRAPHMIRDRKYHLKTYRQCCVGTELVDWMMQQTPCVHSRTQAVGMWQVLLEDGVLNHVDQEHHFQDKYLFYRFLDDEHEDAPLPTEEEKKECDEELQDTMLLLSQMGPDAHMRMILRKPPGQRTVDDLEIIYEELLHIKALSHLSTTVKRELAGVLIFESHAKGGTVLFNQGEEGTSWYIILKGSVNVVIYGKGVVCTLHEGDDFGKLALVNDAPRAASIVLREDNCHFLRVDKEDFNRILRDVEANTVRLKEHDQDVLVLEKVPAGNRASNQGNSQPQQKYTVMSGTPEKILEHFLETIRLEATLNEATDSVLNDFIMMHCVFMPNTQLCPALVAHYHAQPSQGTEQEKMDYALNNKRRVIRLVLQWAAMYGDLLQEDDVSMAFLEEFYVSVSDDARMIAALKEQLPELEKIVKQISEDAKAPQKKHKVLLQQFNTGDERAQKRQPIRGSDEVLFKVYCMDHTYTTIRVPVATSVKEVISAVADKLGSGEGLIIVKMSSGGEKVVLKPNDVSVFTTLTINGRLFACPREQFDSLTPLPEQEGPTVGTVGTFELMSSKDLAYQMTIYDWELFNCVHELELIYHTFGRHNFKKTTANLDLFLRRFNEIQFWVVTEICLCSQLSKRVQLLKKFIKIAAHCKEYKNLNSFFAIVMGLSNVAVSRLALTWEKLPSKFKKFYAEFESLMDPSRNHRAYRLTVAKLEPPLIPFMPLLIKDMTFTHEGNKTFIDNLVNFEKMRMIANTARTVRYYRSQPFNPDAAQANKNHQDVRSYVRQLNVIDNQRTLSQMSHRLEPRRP
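Each well held 100 nM EPAC2, 250 nM RAP1B-BODIPY-GDP and 50 uM GDP. Fluorescence, read at 5-min intervals to 30 min, was referenced to a 6.5 mM cAMP positive control.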
A549 tox = A549 cytotoxicity, counter-screen for Nrf2 inhibitors; Potency, µM (doses to about 46 µM), inactives show top-dose activity change, negative = cytotoxicity, actives largely listed as inhibitors; A549 ARE-Fluc cells, CellTiter-Fluor viability, 18-24 h; 0.16% of 390,000 active; AID 504648; also: potency is read from the fitted curve at half-maximal effect; % is scaled to controls: 0 for no effect and ±100 for the full control effect
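A549 ARE_Fluc cells in 5% FBS OPTI-MEM were exposed to compounds in concentration-response for 18-24 h at 37 deg C. Viability was read by CellTiter-Fluor fluorescence (Ex 405/Em 525) after 30 min, before the luciferase read.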
EPAC2 antag = blocks human EPAC2 exchange factor. Potency, µM (doses to about 114 µM), for the others: at the top dose activity, negative = inhibition, usual class: inhibitors. 0.18% of 360,000 active. EPAC2 GEF exchange of Rap1B-BODIPY-GDP, fluorescence; also: potency is read from the fitted curve at half-maximal effect; % is scaled to controls: 0 for no effect and ±100 for the full control effect; nearly all actives have a fitted effect of over 45% in size; many of its hits are not listed in these tables
TGFb inhibitor = inhibitors of TGF-b signaling. HepG2 CAGA-GFP TGF-b/SMAD3 reporter, GFP fluorescence, 18 h; TGF-beta stimulated, 500 pg/mL final. Potency, µM (highest dose often 46.1 µM), for the others: at the highest dose activity, negative = inhibition, most hits filed as inhibitors. 1.2% of 410,000 active. AID 588855; also: potency is read from the fitted curve at half-maximal effect; % is scaled to controls: 0 for no effect and ±100 for the full control effect; nearly all actives have a fitted effect of over 65% in size
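Inhibition was scored as loss of TGF-beta-induced (500 pg/mL final, 18 hours, 37 degrees C) GFP in HEPG2 cells carrying a CAGA-GFP reporter, in DMEM with 1% FBS. Well GFP was summed per cell; Activity was normalised to unstimulated and stimulated DMSO wells, then concentration-response fitting.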
The depositor's hits bear a star; [ ] = remark or other dose. Unless noted, calls follow the shape of the dose curve; as a rule, active = well fitted curve in the direction sought with a large enough effect; inconclusive = small, poorly fitted or top-dose-only effect, or another doubt; inactive = no such curve, though single readings can be large; an effect the other way counts as inactive or inconclusive. Only part of the results is shown; rates above refer to the full screens.

`COc1ccccc1NS(=O)(=O)c1cc(C(=O)NCC2CCCO2)ccc1C` (stereo not given) gave Nrf2 activator -0.3%, pAkt inh inactive, CCT modulator -0.4, Nrf2 block -11%, MmCpn inh 1%, EPAC2 ag 5%, A549 tox 0%, EPAC2 antag 8% and TGFb inhibitor 0%.
`Cc1ccc(C(=O)c2ccccc2C(=O)OCC(=O)Nc2ccc(SC(F)F)cc2)cc1` gave Nrf2 activator 6.8%, pAkt inh inactive, CCT modulator -2.3, Nrf2 block inconclusive, MmCpn inh 3%, EPAC2 ag 5%, A549 tox -21%, EPAC2 antag -2% and TGFb inhibitor inconclusive.
COc1ccc(-n2cc(-c3ccccc3)[nH]c2=S)cc1 was read as Nrf2 activator 4.2%, pAkt inh inactive, CCT modulator 4.0, Nrf2 block 13%, MmCpn inh inconclusive, EPAC2 ag -2%, A549 tox 4%, EPAC2 antag 1% and TGFb inhibitor -1%.
For O=C(NS(=O)(=O)c1ccccc1)c1ccccc1F the results were Nrf2 activator -0.6%, pAkt inh inactive, CCT modulator -3.3, Nrf2 block -11%, MmCpn inh 2%, EPAC2 ag 1%, A549 tox -12%, EPAC2 antag 9% and TGFb inhibitor 0%.
Screening Cc1ccc(C(=O)OCC(=O)N(C)C2CCS(=O)(=O)C2)cc1S(=O)(=O)N1CCCCC1 (stereo not given) returned Nrf2 activator -0.5%, pAkt inh inactive, CCT modulator -0.7, Nrf2 block 10%, MmCpn inh 1%, EPAC2 ag -2%, A549 tox -3%, EPAC2 antag 3% and TGFb inhibitor -24%.
`C[C@@H]1CN([C@H](C)CO)C(=O)CCCn2nncc2CO[C@@H]1CN(C)C(=O)OCc1ccccc1` gave Nrf2 activator 0.4%, pAkt inh inactive, CCT modulator -2.2, EPAC2 ag 14%, EPAC2 antag 2% and TGFb inhibitor 27%.
FC(F)(F)c1cccc(NC(=S)NCc2ccc(Cl)cc2)c1 was read as Nrf2 activator 3.8%, pAkt inh inactive, CCT modulator -0.2, Nrf2 block inconclusive, MmCpn inh -3%, EPAC2 ag 10%, A549 tox -12%, EPAC2 antag -8% and TGFb inhibitor 10µM*.
O=C(c1ccccc1)c1cccc(C(=O)c2ccccc2)c1 was read as Nrf2 activator -0.5%, pAkt inh inactive, CCT modulator -2.5, Nrf2 block 5%, MmCpn inh 2%, EPAC2 ag 7%, A549 tox 0%, EPAC2 antag inconclusive and TGFb inhibitor 13%.
`COc1ccccc1CC(=O)Nc1ccc([N+](=O)[O-])cc1O` gave Nrf2 activator 1.6%, pAkt inh inactive, CCT modulator 1.0, Nrf2 block 5%, MmCpn inh -1%, EPAC2 ag -1%, A549 tox 2%, EPAC2 antag inconclusive and TGFb inhibitor inconclusive.
`CCCOc1ccc(/C(O)=C2/C(=O)C(=O)N(c3cc(C)on3)C2c2ccc(C(=O)OC)cc2)cc1` (stereo not given) gave Nrf2 activator -0.1%, pAkt inh inactive, CCT modulator 0.8, Nrf2 block -8%, MmCpn inh -6%, EPAC2 ag -22%, A549 tox 0%, EPAC2 antag -14% and TGFb inhibitor 0%.
`CCCC(=O)NCc1ccccc1Cl` gave Nrf2 activator -0.1%, pAkt inh inactive, CCT modulator -1.2, Nrf2 block -14%, MmCpn inh 0%, EPAC2 ag 3%, A549 tox 1%, EPAC2 antag 10% and TGFb inhibitor 2%.
`CCc1ccc(OCC(=O)OC(C)C(=O)Nc2ccc(Cl)cn2)cc1` (stereo not given) gave Nrf2 activator -0.3%, pAkt inh inactive, CCT modulator -4.2, Nrf2 block -1%, MmCpn inh -2%, EPAC2 ag 15%, A549 tox 7%, EPAC2 antag -15% and TGFb inhibitor -5%.
Cc1cc(OCC(=O)Nc2ccncc2)c(C)cc1Br was read as Nrf2 activator 0.1%, CCT modulator -3.8, MmCpn inh 1%, EPAC2 ag 17%, A549 tox -11%, EPAC2 antag -6% and TGFb inhibitor -5%.
Screening CCCCN(CC)S(=O)(=O)N1CCC(C(=O)NCCCN2CCOCC2)CC1 returned Nrf2 activator 0.0%, pAkt inh inactive, CCT modulator 1.7, Nrf2 block 12%, MmCpn inh 0%, EPAC2 ag -4%, A549 tox -7%, EPAC2 antag 10% and TGFb inhibitor 0%.
Cc1cc(C(=O)N/N=C/c2cccc(OC(=O)c3cccc(Br)c3)c2)n[nH]1 was read as Nrf2 activator 3.2%, pAkt inh inactive, CCT modulator -1.1, Nrf2 block 3%, MmCpn inh 2%, EPAC2 ag 8%, A549 tox 5%, EPAC2 antag 5% and TGFb inhibitor -6%.
CCCCn1c2nc3ccccc3nc2c2c(=N)oc(C)nc21 was read as Nrf2 activator 0.2%, pAkt inh inactive, CCT modulator 0.0, Nrf2 block -15%, MmCpn inh -3%, EPAC2 ag -1%, A549 tox -2%, EPAC2 antag -13% and TGFb inhibitor 0%.
For Cc1cc(OCC(=O)Nc2ccc(CN3CCOCC3)cc2)c2c(C)c(C)c(=O)oc2c1 the results were Nrf2 activator 7.3%, CCT modulator -1.7, Nrf2 block inconclusive, MmCpn inh -4%, EPAC2 ag 6%, A549 tox 1%, EPAC2 antag -5% and TGFb inhibitor 5%.
`COc1ccc(C)cc1S(=O)(=O)Nc1ccc(-n2c(C)nc3ccccc3c2=O)cc1` gave Nrf2 activator -0.9%, pAkt inh inactive, CCT modulator 0.5, Nrf2 block -21%, MmCpn inh 0%, EPAC2 ag 5%, A549 tox -7%, EPAC2 antag inconclusive and TGFb inhibitor 58%[activator].
For Cc1cc(=O)n(C(C)c2ccccc2)n1C(C)c1ccccc1 (stereo not given) the results were Nrf2 activator 0.0%, pAkt inh inactive, CCT modulator -1.6, Nrf2 block -21%, EPAC2 ag -1%, A549 tox -9%, EPAC2 antag 0% and TGFb inhibitor -12%.
For Cc1c(Cc2ccccc2)c(=O)oc2cc(O)ccc12 the results were Nrf2 activator 0.0%, pAkt inh inactive, CCT modulator -2.0, Nrf2 block 8%, MmCpn inh -5%, EPAC2 ag 4%, A549 tox 0%, EPAC2 antag -29% and TGFb inhibitor -15%.
COc1ccc(C(C(=O)Nc2ccc(C(C)C)cc2)N(Cc2ccco2)C(=O)CC2NC(=O)NC2=O)cc1 (stereo not given) was read as Nrf2 activator 3.0%, pAkt inh inactive, CCT modulator 1.0, Nrf2 block -9%, MmCpn inh -1%, EPAC2 ag -3%, A549 tox -6%, EPAC2 antag -6% and TGFb inhibitor inconclusive.
COc1ccc(Cn2nnnc2C(c2ccccc2Cl)N2CCN(C3CCCC3)CC2)cc1 (stereo not given) was read as Nrf2 activator 0.3%, pAkt inh inactive, CCT modulator -1.8, MmCpn inh 1%, EPAC2 ag 7%, A549 tox -2%, EPAC2 antag 1% and TGFb inhibitor 4%.
For O=C(Nc1ccc(N2CCN(C(=O)c3ccco3)CC2)cc1)c1cccs1 the results were Nrf2 activator 0.3%, pAkt inh inactive, CCT modulator -1.5, Nrf2 block 12%, MmCpn inh -1%, EPAC2 ag -1%, A549 tox -2%, EPAC2 antag 7% and TGFb inhibitor inconclusive.
CCn1cc(C(=O)NCC(C)C)c(=O)c2cc(F)c(N3CCN(C(=O)c4ccco4)CC3)cc21 was read as Nrf2 activator -0.1%, pAkt inh inactive, CCT modulator 1.0, Nrf2 block -4%, MmCpn inh -2%, EPAC2 ag -4%, A549 tox 0%, EPAC2 antag -9% and TGFb inhibitor 23%.
Screening COc1ccc(CC(=O)N2CC3(C)CC2CC(C)(C)C3)cc1 (stereo not given) returned Nrf2 activator -0.2%, pAkt inh inactive, CCT modulator -0.4, Nrf2 block -7%, MmCpn inh 2%, EPAC2 ag 0%, A549 tox -1%, EPAC2 antag 10% and TGFb inhibitor inconclusive.
`COc1ccc(C(=O)Nc2ccc(C(=O)N3CCOCC3)cc2)cc1OC` gave Nrf2 activator 2.7%, pAkt inh inactive, CCT modulator 1.9, Nrf2 block inconclusive, MmCpn inh -3%, EPAC2 ag 0%, A549 tox 1%, EPAC2 antag 23% and TGFb inhibitor 0%.
Screening CCOCCCn1c(SCC(=O)Nc2cc(OC)ccc2OC)nc2ccccc2c1=O returned Nrf2 activator 1.1%, pAkt inh inactive, CCT modulator -0.5, Nrf2 block inconclusive, MmCpn inh -2%, EPAC2 ag -1%, A549 tox 2%, EPAC2 antag -10% and TGFb inhibitor -15%.
Screening CC(=O)Nc1ccc(C(=O)N(C)C(C(=O)Nc2ccc(C)cc2)c2ccccn2)cc1 (stereo not given) returned Nrf2 activator -0.4%, pAkt inh inactive, CCT modulator 1.4, Nrf2 block 16%, MmCpn inh 0%, EPAC2 ag 2%, A549 tox -2%, EPAC2 antag 14% and TGFb inhibitor -1%.
For CCc1ccc(-c2n[nH]nc2C2=CC(=O)C[C@H](c3ccc(F)cc3)C2)cc1 the results were Nrf2 activator 0.2%, pAkt inh inactive, CCT modulator 0.2, EPAC2 ag 6%, EPAC2 antag -12% and TGFb inhibitor inconclusive.

Of the compounds above, these have bromine.
Cc1cc(OCC(=O)Nc2ccncc2)c(C)cc1Br was read as Nrf2 activator 0.1%, CCT modulator -3.8, MmCpn inh 1%, EPAC2 ag 17%, A549 tox -11%, EPAC2 antag -6% and TGFb inhibitor -5%.
Cc1cc(C(=O)N/N=C/c2cccc(OC(=O)c3cccc(Br)c3)c2)n[nH]1 was read as Nrf2 activator 3.2%, pAkt inh inactive, CCT modulator -1.1, Nrf2 block 3%, MmCpn inh 2%, EPAC2 ag 8%, A549 tox 5%, EPAC2 antag 5% and TGFb inhibitor -6%.
